# Compound activity as filed in PubChem BioAssay.
# MBD2 inh – inhibitors of MBD2 binding to methylated DNA, primary screen, biochemical, TR-FRET, DNA-binding domain, human; AID 686964, 2013; MBD2 binding to methylated oligonucleotide; inhibition, % at 4.4 µM; Methyl-CpG-binding domain protein 2 (Homo sapiens), Q9UBB5; 370,000 compounds, 0.31% hits; in the data active = inhibition above about 13%
# rCAG RNA binder – binders of r(CAG) RNA repeats, primary screen, biochemical, fluorescence; r(CAG) RNA repeat, TO-PRO-1 dye displacement fluorescence; inhibition, % at 3 µM; 370,000 compounds, 1.3% hits;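 active = inhibition above the plate cutoff, the mean of all test compounds on that plate plus 3 SD, cut at about 35% in these data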;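 note: 0% = DMSO alone and 100% = 100 µM mitoxantrone as full dye displacement; higher means more dye released from RNA so lower well fluorescence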
# Rev-erbA mod – modulators of Rev-erb alpha DNA binding, primary screen, biochemical, FITC-DNA, fluorescence polarization, uHTS | Nuclear receptor subfamily 1 group D member 1 (Homo sapiens), P20393 | Rev-erbα–FITC-DNA binding, 90 min | activity, % at 10 µM | 370,000 compounds, 0.79% hits | AID 1259318, 2017;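 active = activity above about 14%, limit read from the data; passing the limit was not always enough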;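 note: 0% = DMSO wells with 35 nM protein and 100% = DMSO wells with 750 nM protein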
# HTRA1 inhibitor – HTRA1 serine protease inhibitors, primary screen, biochemical, fluorescence polarization, HTS | recombinant HTRA1, FP-rhodamine activity-based probe | inhibition, % at 5.96 µM | 340,000 compounds, 0.5% hits; in the data active = inhibition above about 36%;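 note: 0% = enzyme with DMSO and 100% = wells lacking enzyme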
# mABHD4 FP – ABHD4 inhibitors, primary screen, biochemical, fluorescence polarization, mouse | (Lyso)-N-acylphosphatidylethanolamine lipase (Mus musculus), Q8VD66 | purified mABHD4, FP-Rh probe fluorescence polarization | inhibition, % at 8.92 µM | 370,000 compounds, 0.54% hits;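 active = inhibition exceeding the mean over every tested compound plus 3 SD, cut at about 30% in these data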;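 note: 0% = plate median of compound wells and 100% = S159A mutant with DMSO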
#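 Assay system: mABHD4 protein; medium: HEPES pH 7.0, NaCl, Pluronic buffer; dosing: 8.92 µM, single dose; schedule: 45 min + 60 min at 25 °C; signal: FP readout, ex 525 nm / em 598 nm; read-out: normalized percent inhibition of probe labeling; repeats: single replicate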
# PRMT1 FP inh – PRMT1 methyltransferase inhibitors, primary screen, biochemical, fluorescence polarization. 370,000 compounds, 1.3% hits. recombinant PRMT1, activity-based probe fluorescence polarization. inhibition, % at 2.79 µM. AID 652257, 2013. Protein arginine N-methyltransferase 1 (Homo sapiens), Q99873;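 active = inhibition above about 21% made by adding two undisclosed values, limit read from the data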
# UHRF1 MBD2 ctr – UHRF1 methylated DNA binding inhibitors, primary screen, counter-screen for MBD2 inhibitor project, biochemical, TR-FRET, human UHRF1, single concentration; E3 ubiquitin-protein ligase UHRF1 (Homo sapiens), Q96T88; UHRF1 binding to methylated oligo; inhibition, % at 4.4 µM; 370,000 compounds, 0.75% hits; AID 687016, 2013; in the data active = inhibition above about 21%;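 note: UHRF1 SRA domain binding a hemimethylated CpG hairpin DNA probe; 0% = median of test compound wells and 100% = reference inhibitor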
# Target sequence (Q96T88 whole entry, looked up, the tested form may be a part): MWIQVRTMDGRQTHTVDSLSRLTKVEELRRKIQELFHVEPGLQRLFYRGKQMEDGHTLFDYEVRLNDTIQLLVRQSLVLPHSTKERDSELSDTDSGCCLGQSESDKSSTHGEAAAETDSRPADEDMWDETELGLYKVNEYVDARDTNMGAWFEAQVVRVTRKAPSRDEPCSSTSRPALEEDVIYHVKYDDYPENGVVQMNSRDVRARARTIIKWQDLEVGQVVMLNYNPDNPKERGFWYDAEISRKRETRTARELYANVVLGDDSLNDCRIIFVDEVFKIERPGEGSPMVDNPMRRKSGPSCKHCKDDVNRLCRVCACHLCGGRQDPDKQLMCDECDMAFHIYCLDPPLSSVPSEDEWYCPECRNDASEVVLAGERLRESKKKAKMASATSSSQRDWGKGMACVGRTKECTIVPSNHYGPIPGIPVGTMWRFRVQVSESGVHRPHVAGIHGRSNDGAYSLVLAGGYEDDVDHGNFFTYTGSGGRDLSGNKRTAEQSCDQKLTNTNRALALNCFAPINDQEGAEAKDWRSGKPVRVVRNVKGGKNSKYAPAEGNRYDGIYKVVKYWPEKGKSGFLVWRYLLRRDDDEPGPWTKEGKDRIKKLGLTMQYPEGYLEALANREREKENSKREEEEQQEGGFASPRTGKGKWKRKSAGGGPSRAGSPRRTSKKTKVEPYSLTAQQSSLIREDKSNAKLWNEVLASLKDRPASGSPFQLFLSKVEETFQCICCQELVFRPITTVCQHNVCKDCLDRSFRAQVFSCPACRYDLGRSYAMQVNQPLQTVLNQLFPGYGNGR
# PG9 binder – binders of HIV-1 gp120 antibody PG9, primary screen, biochemical, TR-FRET; TR-FRET gp120-PG9 antibody binding; inhibition, % at 6.7 µM; 360,000 compounds, 0.43% hits; AID 624416, 2012; in the data active = inhibition above about 8.5%
# TCR-CD3 inh – inhibitors of human TCR-CD3 interaction, primary screen, biochemical, fluorescence, TAMRA-labeled TCR probe | inhibition, % at 9.4 µM | 360,000 compounds, 0.37% hits; in the data active = inhibition above about 19%;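 note: recombinant mutant TCR 2C K166C tagged with TAMRA read by polarization; 0% = receptor in buffer alone and 100% = receptor with positive control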
# LEDGF integ inh – blockers of LEDGF/p75-dependent integrase strand transfer – biochemical, TR-FRET, high throughput, primary screen; HIV-1 integrase (with human LEDGF/p75); TR-FRET IN-LEDGF/p75 DNA integration, Eu/Cy5; inhibition, % at 3.7 µM; 370,000 compounds, 0.64% hits;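 active = inhibition above the screen-wide mean plus 3 SD, cut at about 13% in these data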;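 note: signal is the Cy5 over europium emission ratio at 671 and 618 nm; 0% = plate median of compound wells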
# The depositor's hits bear a star; . = not tested or not shown. The list is partial; rates above refer to the full screens.
Molecule,MBD2 inh,rCAG RNA binder,Rev-erbA mod,HTRA1 inhibitor,mABHD4 FP,PRMT1 FP inh,UHRF1 MBD2 ctr,PG9 binder,TCR-CD3 inh,LEDGF integ inh
Cc1ccsc1/C=N/n1c(-c2ccccn2)n[nH]c1=S,-2,4,1,1,-6,3,3,-1.6,5,2
COc1ccc(C2=NO[C@@H]3C(=O)N(Cc4ccccc4)C(=O)[C@H]23)cc1OC,4,1,4,2,-9,-2,-1,-0.1,2,1
OC1O[C@H](c2ccc3c(c2)OCO3)[C@H]2CO[C@H](c3ccc4c(c3)OCO4)[C@@H]12 (stereo partly drawn),0,-6,3,2,3,1,5,-0.3,1,-1
CCN(CC)CCNc1nc(-n2nc(C)cc2C)nc2sc3c(c12)CC(C)(C)OC3,3,0,-6,-9,-1,-2,-4,0.1,-4,-2
COCCN1C=C2C(=O)C(C)(OC(=O)CCc3ccccc3)C(=O)C=C2C=C1c1ccc(C#N)cc1 (stereo not drawn),2,5,5,2,0,5,1,2.9,2,4
Cc1ccc(OCCOC(=O)C2CCN(S(=O)(=O)c3ccc(C)c(C)c3)CC2)cc1,6,-1,0,-11,-10,3,3,0.6,-7,-3
COc1cc(Nc2cccc[n+]2C)cc(OC)c1OC,2,-1,4,1,-1,1,1,1.6,-1,2
CCCCCCOC(=O)C(C#N)c1nc2ccccc2nc1N1CCOCC1 (stereo not drawn),4,0,9,-5,-5,3,0,-1.4,-1,-2
C=CCOc1ccccc1/C=c1\sc2nc(-c3oc4ccccc4c3C)nn2c1=O,-2,10,3,.,5,4,3,-1.8,-1,0
CCCN1CCC(N(C)CCc2ccc(OC)c(OC)c2)CC1,1,-5,-3,-5,6,1,1,0.5,-5,-3
Cc1ccccc1CN1CCN(CC(=O)NCCCN2CCN(c3ccc(F)cc3)CC2)C1=O,-2,0,0,6,4,-3,-3,1.3,-1,-6
CC(C)(C)NC(=O)COC(=O)Cc1ccc(Cl)cc1,3,-1,-2,4,2,-1,-1,-1.7,1,1
COc1cc(-c2noc(C)c2C(=O)NCc2ccc3c(c2)OCO3)cc(OC)c1OC,0,-3,-2,2,3,1,1,0.4,3,-2
O=C(C(=Cc1ccc(F)cc1)C(=O)c1ccccc1)c1ccccc1,2,4,-4,.,-6,3,0,0.1,-8,-2
Cc1nc(N2CCN(C(=O)c3ccco3)CC2)c(C#N)c2c1CCCC2,2,-5,-1,7,-1,4,-3,0.9,-6,1
Cc1cc(NC(=O)c2ccc3c(c2)C(=O)N(C2CCCCC2)C3=O)no1,-4,1,3,0,-2,-4,-3,-0.3,-1,3
Cc1ccc(NS(=O)(=O)c2cc(C(=O)NCc3ccccn3)ccc2Cl)cc1,-2,-2,-4,-6,-6,0,-3,-2.0,8,0
COc1ccc(NCc2nnc(SCC(=O)NCc3ccccc3)n2-c2ccccc2OC)cc1,-1,6,-6,-2,1,-1,1,0.1,9,-4
CCOC(=O)CCCSc1nc2sc3c(c2c(=O)[nH]1)CCC3,1,2,-2,2,3,-2,-3,-1.5,4,1
O=C(NCc1ccccc1)N1CCC(Cc2ccccc2)CC1,8,-6,-3,-6,5,6,3,-0.1,-2,-5
COc1cccc(-c2noc(CCC(=O)Nc3cccnc3)n2)c1,3,-1,4,1,3,-1,-2,-1.0,8,-2
O=C(Nc1c(-c2ccccc2)nc2ccccn12)c1ccco1,-3,1,1,7,6,-5,-3,1.2,-5,1
C[C@H](C(=O)N(C)c1ccccc1)[C@@H](O)c1ccc2ccccc2c1,-3,2,-1,.,3,7,1,.,.,-3
CC(=O)Nc1ccc(-c2ccnc3c2CC(C)(C(=O)Nc2ccccc2)O3)cc1 (stereo not drawn),-3,0,-6,.,-6,0,1,0.0,1,-2
Cc1c([N+](=O)[O-])c([N+](=O)[O-])nn1CC(=O)N1CCOCC1,-6,-2,4,1,-1,-4,2,-1.7,0,-8
CC1CCC(NC(=O)c2cccn2C)CC1 (stereo not drawn),3,2,1,1,-4,0,-3,-0.2,5,0
CN(NC(=O)Nc1ccc(Cl)cc1)c1c(Cl)c(Cl)nn1C,11,-9,-3,-9,-14,2,11,0.0,0,-4
CCNc1nc(NC(C)C)nc(OCCOC(=O)c2ccccc2)n1,0,-3,-4,-2,0,2,1,-1.4,11,0
COc1ccc(-c2n[nH]c(C)c2-c2ccc(Cl)cc2)c(O)c1,-3,5,4,-10,-6,2,1,-0.9,6,-4
CNc1nc(N/N=C/c2cc3c(cc2[N+](=O)[O-])OCO3)nc(Nc2ccccc2)n1,1,16,-26,-8,16,6,-1,-0.7,2,-5
COc1ccc(C(=O)NCC(c2cccnc2)N2CCN(c3ccccc3)CC2)cc1OC (stereo not drawn),-2,3,0,-2,-5,-1,1,-2.1,4,-2
O=C(O)c1ccc2c(c1)ncn2C1CCCC1,3,-3,-5,6,6,3,2,1.8,-2,-4
COc1ccc(Cc2nn3c(-c4ccccc4Br)nnc3s2)cc1,4,-5,-1,-11,-2,1,4,1.6,-9,0
COc1ccc(C(=O)CC(SCC(NC(C)=O)C(=O)O)c2ccc(Cl)cc2)cc1OC (stereo not drawn),-4,7,-1,-14,-10,12,-2,-1.0,4,6
Cc1ccc(CS(=O)(=O)Cc2ccc(C(=O)NCc3ccccn3)o2)cc1,-3,6,1,6,6,34*,2,0.1,-7,-3
COc1ccc(NC(=O)COC(=O)/C=C/c2ccccc2[N+](=O)[O-])cc1,1,-2,3,-4,0,-2,0,0.7,0,1
Cc1cccc(SCC(=O)Nc2ccc3c(c2)OCCO3)c1,7,-6,6,-10,-3,2,1,1.0,-6,-3
COc1ccc(/C=N\Nc2ccccc2[N+](=O)[O-])c(C(=O)O)c1OC,-15,5,3,12,13,3,-15,-0.1,0,1
Cc1ccc(C(=O)NC(=S)Nc2ccc3c(c2)OCCO3)c(C)c1,6,1,0,-23,-1,0,2,1.8,-1,0
COc1ccc(C(=O)NCc2cccs2)cc1S(=O)(=O)N1CCOCC1,1,-1,-6,4,-2,2,-1,-0.5,-1,-1
COC(=O)c1ccc(CNC(=O)COC(=O)Cc2ccsc2)cc1,1,-6,4,3,0,-1,2,-1.4,-1,4
COC(=O)c1cc2ccsc2n1CC(=O)Nc1ccc(N(C)C)cc1,-2,2,-3,1,0,2,2,-0.2,-5,6
Cc1cc2c(c(=O)n1CCN(C)C)C(c1ccc(Br)cc1)C(C#N)=C(N)O2 (stereo not drawn),3,0,3,-4,2,-4,-4,0.7,-3,-7
CC[C@]12c3[nH]c4ccc(Cl)cc4c3CCN1C(=O)[C@@H](CC(=O)NCC13CC4CC(CC(C4)C1)C3)C[C@@H]2C(=O)N1CCN(C(=O)C2CC2)CC1,-7,3,5,-36,-6,-3,0,-0.6,-4,5
Clc1ccc(COc2ccccc2-c2ccnc3ncnn23)cc1,2,-2,3,-9,1,4,0,2.9,-1,5
CCCOc1ccc(C(=O)N(Cc2cccs2)C2CCS(=O)(=O)C2)cc1 (stereo not drawn),-4,-7,-6,-1,-1,-1,-2,1.5,0,0
Cc1nc2ccc(NC(=O)COc3cccc(F)c3)cc2s1,-2,4,0,-10,3,0,-1,-0.7,1,-2
COc1ccccc1C(=O)NCCn1cc(SCC(=O)Nc2cc(C)on2)c2ccccc21,0,4,3,-3,-2,3,-1,0.2,1,-1

# Two neighbouring compounds from above:
Molecule,MBD2 inh,rCAG RNA binder,Rev-erbA mod,HTRA1 inhibitor,mABHD4 FP,PRMT1 FP inh,UHRF1 MBD2 ctr,PG9 binder,TCR-CD3 inh,LEDGF integ inh
Cc1nc2ccc(NC(=O)COc3cccc(F)c3)cc2s1,-2,4,0,-10,3,0,-1,-0.7,1,-2
COc1ccccc1C(=O)NCCn1cc(SCC(=O)Nc2cc(C)on2)c2ccccc21,0,4,3,-3,-2,3,-1,0.2,1,-1

# Sorted by length of the SMILES (low to high): some entries from above
Molecule,MBD2 inh,rCAG RNA binder,Rev-erbA mod,HTRA1 inhibitor,mABHD4 FP,PRMT1 FP inh,UHRF1 MBD2 ctr,PG9 binder,TCR-CD3 inh,LEDGF integ inh
O=C(O)c1ccc2c(c1)ncn2C1CCCC1,3,-3,-5,6,6,3,2,1.8,-2,-4
Cc1cccc(SCC(=O)Nc2ccc3c(c2)OCCO3)c1,7,-6,6,-10,-3,2,1,1.0,-6,-3
Clc1ccc(COc2ccccc2-c2ccnc3ncnn23)cc1,2,-2,3,-9,1,4,0,2.9,-1,5
COC(=O)c1ccc(CNC(=O)COC(=O)Cc2ccsc2)cc1,1,-6,4,3,0,-1,2,-1.4,-1,4
Cc1ccc(C(=O)NC(=S)Nc2ccc3c(c2)OCCO3)c(C)c1,6,1,0,-23,-1,0,2,1.8,-1,0
COc1ccc(C(=O)NCc2cccs2)cc1S(=O)(=O)N1CCOCC1,1,-1,-6,4,-2,2,-1,-0.5,-1,-1
CCCOc1ccc(C(=O)N(Cc2cccs2)C2CCS(=O)(=O)C2)cc1 (stereo not drawn),-4,-7,-6,-1,-1,-1,-2,1.5,0,0
Cc1ccc(CS(=O)(=O)Cc2ccc(C(=O)NCc3ccccn3)o2)cc1,-3,6,1,6,6,34*,2,0.1,-7,-3
COc1ccc(/C=N\Nc2ccccc2[N+](=O)[O-])c(C(=O)O)c1OC,-15,5,3,12,13,3,-15,-0.1,0,1
COc1ccc(NC(=O)COC(=O)/C=C/c2ccccc2[N+](=O)[O-])cc1,1,-2,3,-4,0,-2,0,0.7,0,1
COc1ccccc1C(=O)NCCn1cc(SCC(=O)Nc2cc(C)on2)c2ccccc21,0,4,3,-3,-2,3,-1,0.2,1,-1
COc1ccc(C(=O)CC(SCC(NC(C)=O)C(=O)O)c2ccc(Cl)cc2)cc1OC (stereo not drawn),-4,7,-1,-14,-10,12,-2,-1.0,4,6
CC[C@]12c3[nH]c4ccc(Cl)cc4c3CCN1C(=O)[C@@H](CC(=O)NCC13CC4CC(CC(C4)C1)C3)C[C@@H]2C(=O)N1CCN(C(=O)C2CC2)CC1,-7,3,5,-36,-6,-3,0,-0.6,-4,5
